From PubChem
aDG glyco act = alpha-DG glycosylation activation | Pro5-aDG cells, alpha-DG glycosylation AlphaScreen (IIH6); 0% Pro5, 100% B10-LARGE cell signal | activation, % at 10 µM | actives 0.22% (n = 360,000) | AID 624168;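 active = activation of at least 8% versus controls, or a plate z-score of at least 8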;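 note: Pro5 are CHO cells carrying HIG-tagged alpha-DG that lacks glycosylation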
CF NFkB block = inhibitors of cystic fibrosis induced NF-kB | KKLEB NF-kB-GFP reporter, PAF-induced, GFP fluorescence overnight | inhibition, % at 5 µM | actives 0.86% (n = 360,000) | AID 588850;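 active = at least 50% inhibition at 5 µM, scaled per plate between neutral and stimulator controls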;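 note: PAF is a Pseudomonas aeruginosa culture filtrate used as stimulus; plate controls were PAF-stimulated DMSO wells for no effect and unstimulated DMSO wells for full effect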
NR2E3 ag-1 = agonists of human NR2E3 nuclear receptor; Q9Y5X4; actives 0.35% (n = 360,000); AID 602229; CHO-S Gal4-NCOR/VP16-NR2E3 two-hybrid, luciferase; inhibition of corepressor binding, % at 3.98 µM;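 active = inhibition above the mean of all tested compounds plus 3 SD, cut at about 70% in these data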;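 note: 0% = DMSO with NR2E3 transfected cells and 100% = cells lacking NR2E3 construct; higher means lower luciferase signal from less NR2E3 corepressor binding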
Target sequence (Q9Y5X4 whole entry, looked up, the tested form may be a part): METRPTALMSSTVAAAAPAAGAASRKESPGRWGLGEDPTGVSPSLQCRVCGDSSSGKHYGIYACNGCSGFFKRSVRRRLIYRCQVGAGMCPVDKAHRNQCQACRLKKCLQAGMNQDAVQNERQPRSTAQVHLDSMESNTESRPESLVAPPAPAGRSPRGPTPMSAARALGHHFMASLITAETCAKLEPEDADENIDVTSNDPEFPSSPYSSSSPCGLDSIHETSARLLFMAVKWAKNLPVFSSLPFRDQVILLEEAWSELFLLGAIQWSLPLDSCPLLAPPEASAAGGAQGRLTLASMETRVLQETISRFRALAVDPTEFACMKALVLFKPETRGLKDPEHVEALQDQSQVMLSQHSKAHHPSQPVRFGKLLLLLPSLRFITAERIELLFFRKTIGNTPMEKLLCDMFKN
TRPM1 prom inh = reduces MITF-dependent TRPM1 promoter luciferase signal. SK-MEL-5 TRPM1 promoter luciferase, 24 h. inhibition, % at 12.5 µM. actives 0.83% (n = 330,000);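 active = mean inhibition across replicates of 60% or more, whatever share of single replicates reaches that level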; note: values of inactives mirror those of a sister screen read the other way
NR2E3 ag-2 = activates human photoreceptor nuclear receptor NR2E3 | Q9Y5X4 | GST-NR2E3/biotin-RetCOR TR-FRET, 1536-well | inhibition of corepressor binding, % at 4.78 µM | actives 0.12% (n = 320,000) | AID 2300;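 active = percent inhibition above the cutoff of mean plus 3 SD of all tested compounds, set per screening campaign, cut at about 20% in these data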;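 note: 0% = DMSO wells and 100% = biotin wells as full block of FRET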
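Test system: GST-NR2E3 and biotin-RetCOR proteins | Quantity: 1.35 nM GST-tagged NR2E3 final | Medium: Tris pH 7.5 | Also added: 7 nM biotin-RetCOR | Dosing: Compound at 4.8 µM, single dose | Timing: 5 h at 4 °C | Detection: Time-resolved FRET | Read-out basis: Percent inhibition | Benchmarks: Biotin wells as high control, 0.6% DMSO wells as low control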
TWEAK Fn14 block = inhibitors of TWEAK-Fn14 interaction signaling; AID 1159606; inhibition, % at 10 µM; TWEAK-stimulated Fn14 reporter cells, luciferase luminescence, 8 h; actives 2% (n = 360,000); in the data active = inhibition above about 50%
iPSC survival up = hiPSC single-cell survival enhancement; AID 602274; ATPlite luminescence; 100% = ROCK inhibitor wells, 0% = DMSO; survival enhancement, % at 20 µM; actives 0.044% (n = 360,000); in the data active = survival enhancement above about 18%;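 note: cells exposed to compounds for 16 hours before the ATP read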
KKLEB tox = CF airway cell cytotoxicity counter-screen. KKLEB CF airway cells viability, ATPlite luminescence, overnight; stronger effect = lower value; cells stimulated with P. aeruginosa culture filtrate. activity change (cytotoxicity), % at 5 µM. actives 0.36% (n = 360,000);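 active = corrected activity change at or below -50% at 5 µM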
Peg3 prom inh = Peg3 promoter activity inhibition | HeLa PEG-Prom luciferase reporter, luminescence, overnight | inhibition, % at 20 µM | actives 1.7% (n = 360,000);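 active = inhibition of at least 50% at 20 µM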
HIF-2a block = HIF-2a inhibition; 786-0 RCC cells HIF-2a reporter, luciferase luminescence, overnight; inhibition, % at 18.8 µM; actives 0.72% (n = 360,000); AID 624352;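 active = inhibition of the luminescence signal of 40% or more relative to plate controls, in a single-dose primary screen at 18.75 µM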
Shn3 3UTR inh = reduces Shn3 3'UTR luciferase signal in osteoblasts | actives 0.52% (n = 360,000) | inhibition, % at 12.5 µM | Clone20 osteoblast Shn3 3'UTR firefly luciferase, 24 h;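 active = mean inhibition of at least 75% with every replicate also reaching 75%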;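 note: 0% = median of neutral control wells and 100% = pilot-screen positive control compound; some compounds past the cut are filed as inactive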
Starred values were filed as active, the others as inactive; · = not tested or not shown.

SMILES	aDG glyco act	CF NFkB block	NR2E3 ag-1	TRPM1 prom inh	NR2E3 ag-2	TWEAK Fn14 block	iPSC survival up	KKLEB tox	Peg3 prom inh	HIF-2a block	Shn3 3UTR inh
Cn1c(=O)c2sccc2n(Cc2ccc(Br)cc2)c1=O	0.9	-8.6	-14.0	17.7	-1.6	6.0	-0.4	-5.4	24.4	13.3	35.6
COc1ccc(S(=O)(=O)Nc2ccccc2C(=O)N2CCOCC2)cc1Br	-0.1	-3.3	-16.9	3.7	·	9.7	0.2	-11.5	3.4	9.9	-13.2
COc1cccc(NC(=O)c2ccc(OC(F)(F)F)cc2)c1	0.1	-6.6	-15.4	-102.0	-2.3	-17.1	-3.9	-5.8	-280.5	-334.0	9.3
O=C(CSCc1ccccc1)N/N=C/c1ccccc1OCc1ccccc1	-0.1	0.8	-34.8	-26.1	-1.3	22.5	0.7	5.5	-24.4	-47.8	-1.3
COc1ccc(S(=O)(=O)N2CCCCC2c2cc(C(=O)NCc3ccccc3)no2)cc1 (stereo not drawn)	0.1	-12.9	-13.9	·	·	11.7	-1.3	16.7	-0.5	2.9	12.4
O=C1/C(=C\Nc2ccccc2)CCN1c1ncccn1	0.0	-3.1	-11.4	-40.5	0.4	-44.9	-0.6	-0.3	-159.5	-132.7	-20.0
Cc1nc(Nc2ccc(O)cc2)c2c3c(sc2n1)CCCC3	0.1	-1.5	-2.9	15.5	1.7	9.8	-0.2	-10.5	9.5	22.1	7.3
O=C(Nc1ccc2c(c1)OCCO2)C(c1ccc(F)cc1)N1CCCCC1 (stereo not drawn)	0.8	-3.3	-16.7	-18.5	-1.0	-26.0	-1.2	3.4	-23.0	-5.2	-10.9
C=C(C)COc1ccc2c(CC)cc(=O)oc2c1C	0.0	23.2	-32.1	-9.9	6.2	-37.4	-1.2	-8.9	-12.3	-85.5	-11.1
COc1ccccc1NC(=O)c1ccc2c(=O)n3c(nc2c1)CCC3	0.2	6.2	-16.3	-17.2	·	-5.9	-0.1	-13.7	-28.2	-48.8	-5.0
COc1cc2c(c(OC)c1)C(c1cccc(OC)c1OC)CC(=O)N2 (stereo not drawn)	0.0	-21.6	-4.4	·	6.8	17.1	-1.4	6.3	-0.7	6.8	-10.6
CCC(C)(C)n1nnnc1C(c1cc2cc(C)cc(C)c2[nH]c1=O)N1CCCC1 (stereo not drawn)	1.2	-3.5	-21.1	4.2	0.6	21.0	0.3	-1.7	3.6	0.1	10.4
O=C(NCc1ccccc1CN1CCCC1)c1ccc(S(=O)(=O)Nc2ccccc2F)cc1	1.9	19.7	-14.6	·	·	-3.3	-1.9	-14.2	-0.3	8.9	-4.6
CCc1ccc(C(=O)c2cncc(Br)c2)cc1	0.5	43.2	-17.5	-69.5	0.0	14.2	3.4	-12.4	-203.7	-179.1	-66.0
Cc1ccc(S(=O)(=O)Cc2cn3cccnc3n2)cc1	0.0	-11.2	9.8	-0.3	·	-12.9	0.3	9.4	-25.9	-9.9	12.4
CCOc1ccc(CCNC(=O)c2cccc(S(=O)(=O)N3CCCC3)c2)cc1OCC	0.3	15.7	11.1	-2.1	-0.3	4.4	0.4	2.0	8.9	4.2	16.7
O=C(Nc1cccc(Cl)c1)NC1(C(=O)NCc2cccs2)CCCCC1	0.1	5.6	-1.9	-4.6	2.2	4.4	1.9	-4.3	46.1	0.4	-9.3
COc1ccc(N(C)S(=O)(=O)c2cccc(C(=O)OCC(=O)Nc3sc4c(c3C#N)CCCCC4)c2)cc1	-0.3	-4.4	-22.2	-28.3	-0.1	-15.6	0.9	3.1	-58.5	-26.4	-30.5
COc1ccc(-c2c3c(nc4sc5c(=O)[nH]c(C)nc5c24)CCC3)cc1	-0.4	36.2	-13.4	-3.2	-1.8	-31.7	-0.6	-16.3	16.5	0.2	8.1
O=C(Nc1ccc2oc(-c3cccnc3)nc2c1)c1cc2ccccc2o1	1.3	-1.0	-33.5	-10.0	3.0	11.1	0.0	3.3	-7.0	-8.6	-9.9
CC1CCCC(NC(=O)c2cccc(S(=O)(=O)N3CCCCC3)c2)C1C (stereo not drawn)	0.4	-14.0	-7.0	2.5	-1.7	-9.1	-0.4	-19.9	9.7	1.9	17.5
CC(NS(=O)(=O)c1ccc2c(c1)CC(=O)N2C)c1ccccc1 (stereo not drawn)	-0.1	4.8	3.6	-0.8	-0.6	13.3	0.7	5.7	0.3	13.6	9.1
CCc1ccccc1NC(=O)C1CCN(S(C)(=O)=O)CC1	0.0	0.9	1.0	·	-3.1	-7.5	0.0	-1.4	4.0	11.5	6.5
CC(C)N=C1NN=C(c2cccs2)C(CC(=O)O)S1 (stereo not drawn)	0.1	-9.6	-16.2	3.4	-2.7	0.0	-0.1	7.8	6.3	-6.1	-6.4
COc1cccc(NS(=O)(=O)c2ccc(S(=O)(=O)N3CCCC3)cc2)c1	0.2	-9.1	9.1	-7.4	0.3	10.8	0.1	4.9	-6.9	11.3	14.3

Some entries already given, showing only Peg3 prom inh and TWEAK Fn14 block:
Compound	Peg3 prom inh	TWEAK Fn14 block
COc1cccc(NS(=O)(=O)c2ccc(S(=O)(=O)N3CCCC3)cc2)c1	-6.9	10.8
COc1ccccc1NC(=O)c1ccc2c(=O)n3c(nc2c1)CCC3	-28.2	-5.9
C=C(C)COc1ccc2c(CC)cc(=O)oc2c1C	-12.3	-37.4
COc1ccc(S(=O)(=O)N2CCCCC2c2cc(C(=O)NCc3ccccc3)no2)cc1 (stereo not drawn)	-0.5	11.7

Other compounds
SMILES	aDG glyco act	CF NFkB block	NR2E3 ag-1	TRPM1 prom inh	NR2E3 ag-2	TWEAK Fn14 block	iPSC survival up	KKLEB tox	Peg3 prom inh	HIF-2a block	Shn3 3UTR inh
Cc1ccc(OCCOC(=O)c2cccc(S(=O)(=O)N3CC(C)OC(C)C3)c2)cc1 (stereo not drawn)	0.1	19.1	0.6	8.7	1.2	8.6	0.2	4.7	12.3	5.5	25.4
CCC(=O)N1CCN(c2ccccc2NC(=O)COc2cccc(C)c2)CC1	0.3	-13.0	-11.8	1.5	2.5	-4.2	0.8	-5.4	21.6	2.0	-4.9
COc1ccccc1NS(=O)(=O)c1cc(C(=O)N2CCCC2)ccc1F	-0.1	-16.1	3.8	4.0	·	2.7	-0.4	-11.9	2.4	5.5	2.5
COCCNS(=O)(=O)c1cc2[nH]c3c(c2cc1C)C(=O)CC(C)(C)C3	-0.2	-10.6	15.9	5.4	2.2	8.5	0.2	2.6	0.0	1.5	-1.8
CN1CCN(S(=O)(=O)c2ccc(NC(=S)NC(=O)C3CCCCC3)cc2)CC1	0.2	6.0	2.0	4.8	13.9	8.8	1.7	3.9	9.6	11.4	-2.2
CC1CN(C(=O)CN2C(=O)NC(C)(c3ccccc3)C2=O)CC(C)O1 (stereo not drawn)	0.0	-0.5	-6.0	5.7	0.8	0.1	-0.8	1.6	7.6	5.7	3.6
Cc1cccc(OCCCC(=O)NCCc2ccccc2)c1	-0.3	-5.0	-2.3	-3.1	-0.1	-19.7	-2.1	-0.4	-26.2	-11.0	-6.5
O=C(Nc1nc(-c2ccc3ccccc3c2)cs1)C1CCN(S(=O)(=O)c2cccs2)CC1	2.5	15.1	0.4	24.8	0.3	31.5	-0.9	-9.7	18.5	3.9	32.9
O=C(O)c1[nH]c2ccccc2c1C(c1c(F)cccc1Cl)c1c(C(=O)O)[nH]c2ccccc12	0.0	-4.3	-14.9	5.6	6.8	-6.3	0.3	5.6	4.1	14.9	9.7
CC(C)(C)NC(=O)COC(=O)c1ccc(O)cc1	0.1	5.8	-30.5	-7.8	-0.1	-9.1	6.1	-3.4	-11.1	-35.0	-17.2
Cc1ccccc1CC(=O)N1CCCC1	0.0	3.9	-34.5	-9.7	2.2	3.1	1.5	3.3	-2.9	11.4	-1.6
COc1ccc(S(=O)(=O)Nc2cccc3c2O[C@H](CN(C)C(=O)Nc2ccc4c(c2)OCO4)[C@@H](C)CN([C@H](C)CO)C3=O)cc1	-0.3	-17.2	-17.1	-3.2	·	-1.4	-1.0	21.2	3.0	3.7	16.3
Cc1ccnc(NC(=O)c2ccc(Cl)c(S(=O)(=O)N3CCCC3)c2)c1	0.0	-10.3	-51.3	-45.6	3.4	4.3	-0.5	6.5	-159.4	-184.7	0.3
COc1ccc(NC(=O)c2cnc(SC)nc2C)c(OC)c1	0.2	7.9	-8.0	-10.9	2.2	-4.9	0.5	2.2	4.7	5.5	-2.6
CCCC(=O)Oc1c(S(=O)(=O)c2ccc(C)cc2)c(C)nn1C(C)(C)C	-0.1	4.3	24.9	0.1	-0.6	31.1	-0.3	-3.4	-2.6	9.7	19.9
Cc1nc(CCN2C(=O)c3ccccc3C2=O)cs1	-0.4	5.9	-8.5	-1.3	-3.1	-13.5	0.2	-2.9	-14.0	-20.8	-14.2
C/C(=N\NC(=O)c1sccc1C)c1cccnc1	0.0	-16.4	-152.0	-37.1	·	-33.5	-0.6	-3.1	-185.7	-154.1	-78.3
Cc1ccccc1-n1cc[nH]c1=S	-0.1	-1.8	-32.0	8.6	3.4	-11.9	0.5	-0.2	6.8	22.2	-4.6
NC(=O)CCC(=O)N1CCCC(C(=O)c2ccc3c4c(cccc24)CC3)C1 (stereo not drawn)	0.3	-1.9	-27.3	-8.3	-1.1	-15.8	-1.3	-7.3	2.8	24.0	5.6
Oc1c(C(c2ccco2)N2CCC3(CC2)OCCO3)sc2ncnn12 (stereo not drawn)	-0.1	2.8	-41.2	·	5.6	1.3	1.0	11.3	3.8	4.2	-70.0
CCn1c(=O)cc(SCC(=O)NCc2ccc(C)cc2)c2ccccc21	0.6	-8.2	-46.6	2.5	-1.2	14.1	-4.1	-12.4	2.4	2.7	-8.6
COc1ccc(/C=c2/sc3n(c2=O)C(c2ccccc2OC)C2=C(N=3)c3ccccc3CC2)cc1O (stereo not drawn)	0.0	38.1	-13.0	34.1	-1.6	40.6	-3.7	0.4	41.3	40.9*	10.0
O=C(Cc1ccccc1)Nc1ccc2c(c1)C(=O)N(CC1CCCO1)C2=O (stereo not drawn)	0.2	-5.3	-26.3	-3.9	2.9	1.9	-0.8	-0.4	-16.8	-14.1	3.4
Cc1ccc(NC(=S)N(CCCN2CCOCC2)Cc2ccccn2)cc1	-0.1	12.7	-7.3	-2.0	-2.5	9.2	-1.8	-0.3	6.5	1.4	3.3
COc1cc2c(cc1OC)C(c1ccccc1Cl)N(C)CC2 (stereo not drawn)	0.0	18.3	0.5	9.3	3.5	9.7	-0.6	-7.5	18.0	19.4	16.7
Cc1cc(C)c2nc(NC(=O)C3CSC4(C)CCC(=O)N34)sc2c1 (stereo not drawn)	0.1	16.5	-10.9	19.3	-2.3	46.5	-0.1	-3.7	-36.5	-38.8	7.4
S=C(NCc1ccco1)N1CCN(c2cccc(Cl)c2)CC1	1.3	-3.8	-18.4	-1.7	-1.3	25.9	0.2	0.6	1.9	-28.6	23.1
